Dengue-2 NS5 capping – flavivirus cap methylation enzyme inhibition – biochemical, confirmation dose response, primary screen (AID 588689) | Dengue-2 NS5 methyltransferase capping enzyme assay, biochemical; higher % means a stronger effect | inhibition, % at 25 µM; hits with a dose series show IC50 in µM | 0.3% of 340,000 active; in the data active = a potency from the dose series; inconclusive = inhibition above about 29% without an active follow-up result
GPR55 LPI antagonism – GPR55 antagonists blocking LPI-driven arrestin recruitment, primary screen, imaging, U2OS, beta-arrestin-GFP, LPI agonist (AID 2013) | one-dose inhibition, % at 10 µM; IC50 in µM for titrated hits | U2OS GPR55 beta-arrestin-GFP translocation imaging, LPI antagonism; higher % means a stronger effect | 0.13% of 290,000 active;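 active = spots per cell inhibited over 60%, with over 100 cells counted and total cytoplasm intensity under 500,000; inconclusive = wells with under 100 cells, flagged as likely toxic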;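 note: U2OS cells stably carrying GPR55 and arrestin-GFP stimulated by 5 µM LPI near EC80; imaged beta-arrestin-GFP aggregate spots per cell after agonist stimulation; plate controls were LPI-stimulated DMSO wells for no effect and DMSO wells without LPI for full effect; some results filed as inactive read as strong as hits; confirmed hits need IC50 under 10 µM and bright autofluorescent wells are also inconclusive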
NTR1 agonist – agonists of NTR1, primary screen, imaging, U2OS cells, beta-arrestin-GFP, high content (AID 493036) | P30989 | NTR1-U2OS beta-arrestin-GFP spot imaging, agonist mode | activation, % at 20 µM | 0.17% of 330,000 active;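 active = activation at or above 40% of the spot to cytoplasm intensity ratio, with at least 20 cells analyzed; inconclusive = wells under 20 cells, flagged as cytotoxic or low count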;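 note: 0% = DMSO without peptide and 100% = 100 nM NTR1 peptide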
Target sequence (P30989 whole entry, looked up): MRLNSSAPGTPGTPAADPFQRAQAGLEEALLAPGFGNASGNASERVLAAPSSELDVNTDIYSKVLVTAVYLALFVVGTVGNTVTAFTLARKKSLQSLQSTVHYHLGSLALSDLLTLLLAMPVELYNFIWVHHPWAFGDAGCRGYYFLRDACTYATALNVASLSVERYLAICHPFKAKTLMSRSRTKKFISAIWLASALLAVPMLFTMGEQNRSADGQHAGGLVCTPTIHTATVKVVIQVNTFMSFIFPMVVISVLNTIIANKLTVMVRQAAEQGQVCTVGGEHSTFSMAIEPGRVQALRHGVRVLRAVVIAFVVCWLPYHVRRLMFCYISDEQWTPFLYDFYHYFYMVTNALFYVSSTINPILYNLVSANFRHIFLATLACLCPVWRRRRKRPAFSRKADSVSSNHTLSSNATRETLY
Yfh1-depleted yeast – mitochondrial function rescue without frataxin homolog – Friedreich's ataxia, plus single-dose screen, dose response (AID 1465). S. cerevisiae Yfh1-off respiration, WST-1 reduction, 72 h; higher fold induction means a stronger effect. fold induction at 50 µM, or EC50 in µM where a hit was titrated. 0.074% of 220,000 active;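 active = fold induction of absorbance versus untreated yeast above a set limit, then at least 30% activation at any dose in follow-up; inconclusive = repeats straddling the limit, or above it without dose testing; inactive = fold induction below the set limit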;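 note: activators that raise dye reduction in frataxin-depleted yeast; strong numbers were not always called active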
GPR35 arrestin U2OS – inhibition of zaprinast-stimulated GPR35 beta-arrestin translocation – imaging, U2OS, beta-arrestin-GFP, zaprinast agonist, primary screen (AID 2058); U2OS GPR35 beta-arrestin-GFP translocation imaging, zaprinast antagonism; higher % means a stronger effect; inhibition, % at 10 µM, or IC50 in µM where a hit was titrated; 0.052% of 290,000 active;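 active = inhibition of at least 50% with at least 30 cells and total cytoplasm GFP at most 10,000,000; inconclusive = under 30 cells or total GFP of 10,000,000 plus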
GPR55 beta-arrestin – GPR55 agonists via beta-arrestin recruitment, primary screen, imaging, U2OS cells, beta-arrestin-GFP redistribution (AID 1961); U2OS GPR55 beta-arrestin-GFP redistribution imaging; higher % means a stronger effect; activation, % at 10 µM; hits with a dose series show EC50 in µM; 0.048% of 290,000 active;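 active = activation above 40% with more than 50 cells counted in the well; inconclusive = wells holding fewer than 50 cells, flagged as toxic or sparse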;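 note: U2OS osteosarcoma cells stably expressing GPR55 and beta-arrestin-GFP; plate controls were DMSO negative control for no effect and LPI positive control for full effect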
Large T inhibition – SV40 large T antigen inhibitors, biochemical (AID 1903). 0.39% of 310,000 active. SV40 large T antigen ATPase/helicase inhibition assay; higher % means a stronger effect. inhibition, % at 20 µM; hits with a dose series show IC50 in µM; in the data active = a potency from the dose series; inconclusive = inhibition mostly from about 32% at the one dose, without a potency; inactive = the rest, 99 in 100 with inhibition below about 32%; note: strong numbers were not always called active
Rac1 GTP hydrolysis – MgcRacGAP GTPase-activating activity inhibitors, confirmation, biochemical, ADP Hunter fluorescence; MgcRacGAP-stimulated Rac1 GTP hydrolysis, ADP Hunter fluorescence; higher % means a stronger effect; GST-tagged Rac1 F28L mutant substrate; 0.6% of 340,000 active; inhibition, % at 30 µM; hits with a dose series show IC50 in µM; AID 624330;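 active = first-screen hits whose inhibition reached a set limit at any dose in the follow-up dose series; inconclusive = inhibition above the set first-screen limit but never retested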;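 note: fluorescence reports GDP produced by GAP-driven GTP hydrolysis; strong numbers were not always called active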
AID2073 – disruptors of CaV2.2 binding to Mint1 – biochemical, HTRF (AID 2073); inhibition, % at 20 µM; hits with a dose series show IC50 in µM; 0.19% of 290,000 active; HTRF protein-protein interaction, Mint1-CaV2.2; higher % means a stronger effect; in the data active = inhibition mostly above about 51%, no sharp cut-off; inconclusive = no clear call, values can overlap the other calls; inactive = mostly below about 53%; note: some results filed as inactive read as strong as hits
NTR1 agonist cell count 20 µM – further read-out of NTR1 agonist, marked with its call; cell count; measured here: cell count, cytotoxicity flag
Dengue-2 NS5 capping pilot replicate – further read-out of Dengue-2 NS5 capping, marked with its call; inhibition, %; measured here: pilot screen replicate inhibition
* hit, by the source's call; i = inactive; u = inconclusive; x = not tested or not shown.

SMILES	Dengue-2 NS5 capping	GPR55 LPI antagonism	NTR1 agonist	NTR1 agonist cell count 20 µM	Yfh1-depleted yeast	GPR35 arrestin U2OS	GPR55 beta-arrestin	Large T inhibition	Rac1 GTP hydrolysis	AID2073	others
COc1ccc(CCNC(=O)c2cc(-c3ccco3)nc3ccccc23)cc1	x	10%	-0.1	51	x	-5%	0.2%	19%	x	60%
CC(=O)c1ccc(NC(=O)C2CCN(S(=O)(=O)c3cccs3)CC2)cc1	0%	1%	-2.2	46	i	3%	0.2%	8%	10%	5%
O=C(COc1ccc(Cl)cc1Cl)OCC(=O)N1CCCc2ccccc21	-7%	3%	-1.2	79	i	7%	0.3%	11%	13%	u
CC1CCCC(NC(=O)CN2C(=O)c3cccnc3Oc3ccc(Cl)cc32)C1C (stereo not drawn)	-4%	2%	0.7	59	x	-7%	-0.1%	4%	6%	14%
Cn1nc(C(C)(C)C)c([N+](=O)[O-])c1C(=O)Nc1cccc2ccccc12	-7%	-8%	-0.2	49	i	-10%	0.0%	4%	-3%	-2%
O=C(CCNS(=O)(=O)c1ccc(Br)cc1)Nc1cccc(F)c1	1%	-4%	0.3	41	x	0%	0.6%	9%	8%	-7%
Cc1ccc(OCC(=O)N/N=C/C=C/c2ccco2)cc1C	3%	-3%	4.9	58	i	7%	1.4%	17%	6%	55%*
CCOC(=O)CSc1nc2c(sc(=S)n2-c2ccccc2OC)c(=O)n1Cc1ccco1	-2%	23%	30	78	i	47%	0.8%	5%	6%	0%	Dengue-2 NS5 capping pilot replicate=-2.0
CCCCNC(=O)CO/N=C(\C)c1cc2ccccc2o1	-4%	-3%	1.4	58	i	1%	-0.3%	-1%	12%	1%
COCCN1CCn2c(nc3cc(NC(=O)NC4CCCCC4)ccc32)C1	-6%	-6%	1.3	86	i	-6%	-0.1%	3%	7%	31%
CCOC(=O)Cc1csc(NC(=O)C(C)(C)CC)n1	-5%	7%	0.2	51	i	10%	-0.1%	10%	0%	7%
CCOc1cc(NC2CS(=O)(=O)CC2O)c(OCC)cc1NC(=O)c1ccccc1 (stereo not drawn)	-2%	20%	-0.6	67	i	-12%	0.3%	31µM*	u	-18%
COc1cc(C2OC(=O)c3ccccc3S2)cc(OC)c1OC (stereo not drawn)	2%	18%	-0.5	54	i	6%	0.3%	8%	10%	-12%
Cc1ccccc1OCC(=O)N1CCc2ccccc2C1	2%	-8%	0.1	51	x	-8%	0.4%	9%	11%	-7%
O=C(Nc1ccc2c(c1)OCCO2)c1cccc(C(=O)Nc2ccc3c(c2)OCCO3)c1	-2%	16%	1.7	61	x	9%	0.0%	13%	7%	14%
CC(=O)c1c(C)nc(-c2ccccc2)nc1N	-12%	1%	-1.2	94	i	17%	-0.2%	21%	14%	11%
COC(=O)c1sccc1NC(=S)N1CCCC(C)C1 (stereo not drawn)	-2%	4%	0.5	99	i	1%	0.0%	-1%	-1%	-13%
O=CN1CCN(C(C(=O)NC2CCCC2)c2cc3c(cc2[N+](=O)[O-])OCO3)CC1 (stereo not drawn)	-5%	7%	1.0	57	i	-11%	0.3%	10%	9%	-8%
c1ccc(-c2ccc(OCCCNC3CCCC3)cc2)cc1	x	4%	2.4	80	i	3%	-0.1%	-4%	x	-17%
COc1ccc(C(c2nnnn2CC2CCCO2)N2CCN(c3ccc(F)cc3)CC2)cc1 (stereo not drawn)	0%	7%	0.4	40	i	-2%	0.3%	0%	5%	-4%
O=C(COC(=O)c1ccc[nH]c1=O)NC1CCCCCCC1	-1%	-3%	-1.6	57	i	-2%	0.4%	6%	1%	-2%
CC1=C(C(=O)Nc2ccccn2)C(c2ccc(F)cc2)n2ncnc2N1 (stereo not drawn)	-3%	-12%	1.9	40	i	23%	0.3%	6%	-3%	2%
Clc1ccc(Cn2c(CN3CCCC3)nc3ccccc32)cc1	x	9%	0.4	55	x	6%	-0.2%	17%	x	1%
Cc1cc(NC(=O)C2C3C(=O)N(Cc4ccc(Cl)cc4)C(C(=O)NCc4ccccc4)C34C=CC2(C)O4)no1 (stereo not drawn)	4%	-9%	0.0	47	i	2%	0.0%	5%	10%	1%
Cc1cc(OC(C)C(=O)NCCN2CCOCC2)c2c(C)cc(=O)oc2c1 (stereo not drawn)	-11%	8%	-0.2	49	x	-1%	-0.2%	36%	10%	25%

(cont.)
SMILES	Dengue-2 NS5 capping	GPR55 LPI antagonism	NTR1 agonist	NTR1 agonist cell count 20 µM	Yfh1-depleted yeast	GPR35 arrestin U2OS	GPR55 beta-arrestin	Large T inhibition	Rac1 GTP hydrolysis	AID2073	others
CCN(CC)c1ccc(/C=N/NC(=O)c2cc3ccccc3[nH]2)cc1	4%	6%	1.1	65	x	-1%	-0.2%	11%	146µM*	7%	Dengue-2 NS5 capping pilot replicate=1.5
CCOC(=O)/C=C1\NC(=O)CS1	-7%	-3%	2.0	39	i	0%	-0.2%	-4%	17%	1%
CCOC(=O)/C(=C/c1ccco1)NC(=O)c1ccc(Br)o1	-9%	-5%	0.5	82	i	-6%	0.2%	6%	13%	-13%
COc1ccc(C(=O)CSc2nnc3n2CCCN3C(=O)Nc2ccccc2)cc1	x	10%	1.2	47	i	2%	-0.1%	7%	x	5%
CC(C)CC1Nc2ncnc(N3CCCCC3)c2N(Cc2ccccc2)C1=O (stereo not drawn)	-5%	x	-0.3	94	x	x	x	24%	-2%	x
COc1ccc(C(=O)NCc2nnc(SCC(=O)NC3CCCCC3)o2)cc1	-10%	4%	0.2	62	x	10%	0.0%	10%	11%	2%
O=c1[nH]c(CN2CCOCC2)nc2ccccc12	-7%	10%	0.2	39	i	2%	0.2%	8%	4%	1%
CC(C)(C)NC(=O)NC(=O)COC(=O)c1ccc(OC(F)F)cc1	-10%	19%	1.9	74	i	-1%	-0.3%	5%	10%	1%
N#CC(c1ccccc1)N(CCCCl)C(=O)c1ccc(Br)cc1 (stereo not drawn)	0%	-1%	0.0	73	i	0%	0.0%	2%	3%	1%
CNC(=O)CN(c1ccc(OC)cc1)S(=O)(=O)c1ccc(F)cc1	7%	14%	-0.8	89	i	19%	-0.1%	15%	-7%	10%
Cc1ccc(NC2CCCN(C(=O)c3snnc3C)C2)cc1C (stereo not drawn)	-8%	-27%	-0.3	56	x	-9%	0.2%	24%	-12%	-5%
O=C(Cn1nc(-c2ccc(Cl)cc2)ccc1=O)NCCCN1CCN(Cc2ccccc2)CC1	-5%	8%	-1.5	37	x	-18%	-0.5%	-1%	4%	-8%
O=Cc1cnc2ccccc2c1-c1ccccc1	x	2%	9.0	61	x	-13%	-0.2%	17%	15%	-1%
CCOC(=O)c1c(-c2ccccc2)csc1NC(=O)CSc1nc(N)cc(N)n1	-9%	-10%	6.1	48	i	-9%	0.7%	4%	8%	-1%
Cc1nn(-c2ccccc2)c(Cl)c1C(=O)OCC(=O)N(C)c1c(N)n(Cc2ccccc2)c(=O)[nH]c1=O	-11%	x	-1.6	55	x	x	x	13%	2%	x
S=C(Nc1ccccc1)Nn1cnnc1	-4%	9%	0.6	54	i	-7%	0.6%	7%	10%	-14%
CCOc1cccc(/C(O)=C2/C(=O)C(=O)N(CCN3CCOCC3)C2c2ccncc2)c1 (stereo not drawn)	x	-6%	-0.7	68	i	11%	-0.1%	23%	x	-11%
CCOc1ccc(C(=O)C(C)OC(=O)c2cnc(C)cn2)cc1 (stereo not drawn)	1%	x	-0.6	43	x	x	x	7%	8%	x
Cc1ccc(C(=O)OCC(=O)N2C(C)CCCC2C)cc1S(=O)(=O)N1CCOCC1 (stereo not drawn)	-7%	x	-0.3	54	x	x	x	7%	-2%	x
Cc1ccccc1C1NC(=O)Cc2ccccc21 (stereo not drawn)	-8%	-8%	-0.6	48	i	20%	-0.1%	27%	8%	14%
O=C(Nc1ccc2c(c1)oc1ccccc12)c1ccncc1	-9%	9%	-0.9	81	i	27%	-0.1%	9%	-6%	42%	Dengue-2 NS5 capping pilot replicate=-6.1
Cc1cc(NC(=O)CC#N)n(-c2ccccc2)n1	-1%	3%	0.8	39	i	10%	0.1%	6%	3%	3%
CNC(=O)c1c(O)c2cccc3c2n(c1=O)CCC3	x	-2%	-1.0	72	x	12%	-0.1%	2%	10%	22%

Molecules listed so far that have a furan ring, fused or not (6):
SMILES	Dengue-2 NS5 capping	GPR55 LPI antagonism	NTR1 agonist	NTR1 agonist cell count 20 µM	Yfh1-depleted yeast	GPR35 arrestin U2OS	GPR55 beta-arrestin	Large T inhibition	Rac1 GTP hydrolysis	AID2073	others
COc1ccc(CCNC(=O)c2cc(-c3ccco3)nc3ccccc23)cc1	x	10%	-0.1	51	x	-5%	0.2%	19%	x	60%
Cc1ccc(OCC(=O)N/N=C/C=C/c2ccco2)cc1C	3%	-3%	4.9	58	i	7%	1.4%	17%	6%	55%*
CCOC(=O)CSc1nc2c(sc(=S)n2-c2ccccc2OC)c(=O)n1Cc1ccco1	-2%	23%	30	78	i	47%	0.8%	5%	6%	0%	Dengue-2 NS5 capping pilot replicate=-2.0
CCCCNC(=O)CO/N=C(\C)c1cc2ccccc2o1	-4%	-3%	1.4	58	i	1%	-0.3%	-1%	12%	1%
CCOC(=O)/C(=C/c1ccco1)NC(=O)c1ccc(Br)o1	-9%	-5%	0.5	82	i	-6%	0.2%	6%	13%	-13%
O=C(Nc1ccc2c(c1)oc1ccccc12)c1ccncc1	-9%	9%	-0.9	81	i	27%	-0.1%	9%	-6%	42%	Dengue-2 NS5 capping pilot replicate=-6.1

Source: PubChem
